Bim-Bcl-W: inhibitors of Bim binding to Bcl-W, primary screen, biochemical, multiplexed, bead-based flow cytometry. Bcl-2-like protein 2 (Homo sapiens), Q92843. Bim peptide-Bcl-W binding. inhibition, % at 10 µM. 190,000 tested, 0.02% active;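 further: 0% = bound tracer without compound and 100% = peptide blocker; higher means less fluorescent Bim peptide bound to Bcl-W beads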
Bim-Mcl-1: inhibitors of Bim peptide binding to Mcl-1, primary screen, biochemical, bead-based flow cytometry, multiplex. Induced myeloid leukemia cell differentiation protein Mcl-1 (Homo sapiens), Q07820. Bim peptide-Mcl-1 binding. inhibition, % at 10 µM. 190,000 tested, 0.1% active. AID 1009, 2008;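 further: 0% = no compound tracer wells and 100% = peptide blocker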
Target sequence (Q07820 whole entry, looked up): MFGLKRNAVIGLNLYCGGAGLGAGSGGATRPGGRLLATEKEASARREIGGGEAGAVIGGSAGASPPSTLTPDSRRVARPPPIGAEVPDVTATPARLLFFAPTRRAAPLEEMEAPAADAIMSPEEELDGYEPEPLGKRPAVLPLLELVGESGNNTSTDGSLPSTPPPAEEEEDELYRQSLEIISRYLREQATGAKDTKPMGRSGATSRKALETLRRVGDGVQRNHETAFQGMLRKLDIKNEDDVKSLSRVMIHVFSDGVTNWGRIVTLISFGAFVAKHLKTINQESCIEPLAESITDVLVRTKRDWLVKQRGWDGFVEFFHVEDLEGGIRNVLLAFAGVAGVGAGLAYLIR
RGS8-Gao: RGS8-Galphao binding modulators, primary screen, biochemical, multiplexed bead flow cytometry; 220,000 tested, 0.34% active; response (percent of control binding), % at 10 µM; actives lie on both sides; Guanine nucleotide-binding protein G(o) subunit alpha (Homo sapiens), P09471; in the data active means response below about 60% or above about 140%; inactive means in between;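 further: Galphao activated as the GDP aluminium fluoride complex binding bead-coupled RGS8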
RGS4-Gao reg: modulators of RGS4 binding to Galphao, primary screen, biochemical, multiplexed bead flow cytometry. actives lie on both sides. binding response (% of control), % at 10 µM. 220,000 tested, 0.33% active. AID 1415, 2008; in the data active means binding response below about 49% or above about 150%; inactive means in between;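 further: fluorescent Galphao activated with aluminum fluoride binding bead-coupled RGS4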
Bim-Bcl-B: inhibitors of Bim-Bcl-B binding, primary screen, biochemical, multiplexed, human Bcl-2 family. inhibition, % at 10 µM. Bcl-2-like protein 10 (Homo sapiens), Q9HD36. bead-based flow cytometry, Bim peptide-Bcl-B binding. AID 951, 2007. 190,000 tested, 0.073% active;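 further: 0% = tracer peptide without compound and 100% = reference inhibitor peptide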
Target sequence (Q9HD36 whole entry, looked up): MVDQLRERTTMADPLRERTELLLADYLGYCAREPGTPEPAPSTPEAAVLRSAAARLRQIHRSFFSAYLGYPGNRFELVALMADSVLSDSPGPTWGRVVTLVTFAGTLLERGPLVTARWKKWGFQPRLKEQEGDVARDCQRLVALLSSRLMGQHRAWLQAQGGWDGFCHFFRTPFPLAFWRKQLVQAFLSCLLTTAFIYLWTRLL
RGS7-Gao: RGS7-Galphao binding modulators, primary screen, biochemical, multiplexed bead flow cytometry; AID 1439, 2008; binding response (% of control), % at 10 µM; 220,000 tested, 0.35% active; Guanine nucleotide-binding protein G(o) subunit alpha (Homo sapiens), P09471; actives lie on both sides; in the data active means binding response below about 49% or above about 150%; inconclusive means no clear call, values can overlap the other calls; inactive means in between;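 further: fluorescent Galphao held in activated GDP-AlF4 state binding bead-coupled RGS7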
GSH bead fluor: compound fluorescence on glutathione beads, profiling panel, artefact control, biophysical, 488/530 nm, flow cytometry; GSH beads flow cytometry, compound fluorescence 488/530 nm; active compounds read high; fluorescence (KMESF) at 10 µM; 190,000 tested, 0.25% active; in the data active means fluorescence above about 89;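 further: glutathione beads carrying GST-tagged Bcl family fusion proteins plus one bare bead set; values are compound well signal with DMSO vehicle wells as background; inactives centre near 16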
Bcl-XL Bim block: inhibitors of Bim-Bcl-XL binding, primary screen, biochemical, multiplexed, bead flow cytometry, human Bcl-XL | Bim peptide-Bcl-XL binding, fluorescence | inhibition, % at 10 µM | 190,000 tested, 0.04% active | AID 1007, 2008
Target sequence (Q07817 whole entry, looked up): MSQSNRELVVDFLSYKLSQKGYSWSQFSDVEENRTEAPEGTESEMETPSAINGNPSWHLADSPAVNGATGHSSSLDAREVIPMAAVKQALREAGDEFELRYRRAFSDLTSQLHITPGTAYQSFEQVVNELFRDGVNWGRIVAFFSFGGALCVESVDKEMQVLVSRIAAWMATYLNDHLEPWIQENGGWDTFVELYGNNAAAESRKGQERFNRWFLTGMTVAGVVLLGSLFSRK
Bfl-1 Bim block: inhibitors of Bim binding to Bfl-1, primary screen, biochemical, multiplexed, bead-based flow cytometry; inhibition, % at 10 µM; Bcl-2-related protein A1 (Homo sapiens), Q16548; 190,000 tested, 0.12% active; Bim-Bfl-1 binding inhibition;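 further: 0% = wells without compound plus tracer and 100% = blocker peptide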
Mcl1-Bid inh: Mcl-1/Bid binding inhibitors, primary screen, biochemical, TR-FRET, 1536-well | Induced myeloid leukemia cell differentiation protein Mcl-1 (Homo sapiens), Q07820 | TR-FRET Mcl-1/Bid-Dy647 peptide binding | inhibition, % at 21.7 µM | 220,000 tested, 0.97% active | AID 1021, 2008;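 active means compounds that cut the binding signal by more than half at the single screening dose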;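 further: His-tagged Mcl-1 with europium anti-His antibody binding Bid BH3 peptide; 0% = Mcl-1 plus peptide wells and 100% = peptide-only wells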
Bcl-2 Bim block: inhibitors of Bim-Bcl-2 binding, primary screen, biochemical, multiplexed, human Bcl-2 family; 190,000 tested, 0.06% active; Apoptosis regulator Bcl-2 (Homo sapiens), P10415; AID 950, 2007; inhibition, % at 10 µM; Bead-based flow cytometry, Bim peptide-Bcl-2 binding; in the data active means inhibition above about 40%; inconclusive means no clear call, values can overlap the other calls;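 further: 0% = no compound wells with probe peptide and 100% = reference peptide inhibitor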
Target sequence (P10415 whole entry, looked up): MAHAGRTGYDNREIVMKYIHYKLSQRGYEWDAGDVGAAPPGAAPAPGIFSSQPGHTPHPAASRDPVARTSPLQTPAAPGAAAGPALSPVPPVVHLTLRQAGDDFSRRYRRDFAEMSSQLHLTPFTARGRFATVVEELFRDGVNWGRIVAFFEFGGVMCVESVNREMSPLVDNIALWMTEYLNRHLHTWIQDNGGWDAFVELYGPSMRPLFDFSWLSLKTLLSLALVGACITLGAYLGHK
* = called active by the depositor; ? = inconclusive. Unless noted, no stated cut-off is given here; in the data, active means inhibition above about 40%. Rows are unselected, and some 1.8% of all compounds hit somewhere here.

SMILES	Bim-Bcl-W	Bim-Mcl-1	RGS8-Gao	RGS4-Gao reg	Bim-Bcl-B	RGS7-Gao	GSH bead fluor	Bcl-XL Bim block	Bfl-1 Bim block	Mcl1-Bid inh	Bcl-2 Bim block
C=CCOC(=O)C1=C(C)NC(SCC(=O)Nc2nccs2)=C(C#N)C1c1ccc(Cl)cc1 (stereo not drawn)	3	1	100	100	-4	101	28	2	0	-26	1
O=C(NCC1COc2ccccc2O1)C1C2C=CC3(CN(Cc4ccccc4Cl)C(=O)C13)O2 (stereo not drawn)	-1	-1	92	100	-1	102	24	-4	4	-12	0
CCOC(=O)C(NC(=O)c1ccc(F)cc1)(Nc1nnc(C)s1)C(F)(F)F (stereo not drawn)	-1	-1	98	96	-3	97	78	-1	-7	-15	-3
COc1cccc(-c2noc(-c3ccc(Cl)nc3)n2)c1	1	0	102	103	-3	100	14	-1	-5	4	-3
CN(C)C(=O)CSc1nnc(CCN)o1	0	-3	99	100	-7	98	28	-10	-10	0	-6
Cc1ccc(CN(c2ccc(C(=O)NCc3cccnc3)cc2)S(C)(=O)=O)cc1	7	6	101	97	0	95	5	-2	-8	-3	3
CC(=O)Cn1ncc(N2CCOCC2)c(Br)c1=O	0	0	94	91	0	90	12	0	-4	-36	-5
O=C(NCCCN1CCCC1)c1ccc(CSCc2cccc(Cl)c2)o1	-5	-4	97	99	-3	94	35	-8	-2	-10	-4
COc1cc(CC(=O)OCC(=O)Nc2ccc([N+](=O)[O-])cc2)cc(OC)c1OC	0	0	102	102	0	102	10	0	-1	3	0
Cc1ccccc1NC(=O)CSc1nc(N2CCCCC2)nc(N2CCCCC2)n1	-4	-5	103	102	-10	100	26	-9	-12	-40	-10
O=C(NC(=S)Nc1ccc2c(c1)OCCO2)c1ccc(F)cc1Cl	-2	-7	106	101	-5	104	8	-10	-4	-44	-5
O=C(NCCSCc1ccccc1)c1ccc(F)cc1	-3	-5	93	99	-9	97	17	-8	-7	-21	-2
CC(O/N=C/c1ccc(OC(F)F)cc1)C(=O)Nc1cccc(S(=O)(=O)N2CCOCC2)c1 (stereo not drawn)	-3	0	78	92	0	89	9	-2	0	5	-1
O=C(O)c1cc(NCc2cccs2)ccc1N1CCOCC1	0	-3	100	97	-7	95	22	-1	-7	-108	-3
CC(C)N1C(=O)CCC1C(=O)N1CCCc2ccccc21 (stereo not drawn)	-5	-4	102	104	-8	102	19	-14	-21	-9	-8
COC(=O)Cc1ccc(N(Cc2ccccc2F)S(=O)(=O)c2ccc(C)cc2)cc1	-5	-2	88	101	-6	103	19	-3	0	18	-3
COc1ccc(CC(=O)NCc2nnc(SCc3ccc([N+](=O)[O-])cc3)n2C)cc1	1	-1	91	81	-2	?	16	0	-4	-20	-3
COc1ccccc1N/C=C1/Sc2cc(Cl)ccc2NC1=O	3	2	100	97	-7	98	8	0	3	-38	1
Cc1ccc(S(=O)(=O)Nc2nc3ccccc3nc2N2CCN(c3ccccc3F)CC2)cc1	-2	-5	103	105	-3	102	19	-2	-2	4	-2
CNC(=S)N/N=C/c1cn(Cc2c(F)cccc2Cl)c2ccccc12	0	1	102	101	0	100	7	-2	0	-95	-2
CCCCOc1ccc(CN2CCCCC2)cc1	4	2	102	99	-3	103	60	-2	-6	3	-6
COc1ccc(NC(=O)N2CCCCC2c2cccnc2)cc1 (stereo not drawn)	-3	-4	103	101	-6	103	6	-2	0	-60	1
CCOC(=O)N1CCC(Nc2c(-c3ccc(C)c(C)c3)c(=O)c2=O)CC1	2	2	97	100	-7	96	50	0	-13	-28	-8
Cc1cccc(S(=O)(=O)N2CN(Cc3ccco3)c3nc4ccccc4nc32)c1	2	0	97	97	0	96	17	-3	1	-29	1
N#Cc1c(NC(=O)CCCC(=O)O)sc2c1CCCCC2	1	0	99	95	3	95	8	0	1	-48	1
Cc1ccc(S(=O)(=O)/C(C#N)=C/c2c(N3CCN(C)CC3)nc3ccccn3c2=O)cc1	-1	-2	89	88	-8	86	13	-6	-11	-35	-9
COc1cc(C(=O)Oc2cc(C)cc(C)c2)cc(OC)c1OC	-3	-4	102	102	-3	103	18	-4	-4	-3	9
Cc1ccccc1-c1nc2cc(N)ccc2o1	0	0	100	100	-1	96	25	-2	0	-27	0
CCOC(=O)C1=C(C)C(c2ccc(OC)cc2OC)NC(=O)N1 (stereo not drawn)	-5	-5	94	96	-12	95	27	-12	-19	-9	-13
COc1ccccc1CNn1c(-c2cccc(C)c2)nc2ccccc2c1=O	0	1	109	110	0	111	9	2	1	-2	0
Cc1cc(CCN2CCC(=O)NC2=S)ccc1OC(C)C	-2	-4	98	101	-8	102	53	3	-5	-23	-7
CS(=O)(=O)N(CC(=O)NCc1ccncc1)Cc1ccc(Cl)cc1	5	0	103	101	-8	104	52	-11	-9	-9	-3
COCCOc1ccc(C(F)(F)F)cc1NC(=O)c1ccc(C)cc1	-7	-3	100	107	-9	146	12	-10	-7	-33	-6
O=C(C/C=N\O)Nc1ccc(Oc2ccccc2)cc1	1	2	99	99	-7	?	13	0	-6	-12	1
CCCc1cc(=O)[nH]c(SCC(=O)N(CC)Cc2ccccc2)n1	5	1	103	102	3	103	34	14	6	10	3
O=[N+]([O-])c1ccccc1N/N=C1\CC2CC=CC12 (stereo not drawn)	0	0	100	99	-2	?	10	-1	-6	-33	-4
CCOC(=O)c1sc(NC(=O)c2ccccc2OCC)nc1C	-1	0	97	97	-5	92	20	0	-4	-10	0
COc1ccc(S(=O)(=O)N(C)CC(=O)Nc2ccc3c(c2)OCO3)cc1OC	-4	-1	101	100	-6	99	31	-6	-17	12	-5
CCC(C)(C(=O)NC1CCCCC1)N(C)C(=O)c1ccccn1 (stereo not drawn)	-4	-1	88	93	-6	90	9	-4	-2	-18	0
CCOc1ccc(C(C(=O)NC2CCCC2)N(CCCO)C(=O)c2ccc(-c3ccccc3)[nH]2)cc1 (stereo not drawn)	-2	-2	101	94	-3	92	8	-2	1	-38	0
Cc1cc(/C=C(/C#N)C(=O)Nc2ccc(Cl)cc2)c(C)n1-c1cccnc1	0	21	103	96	-1	98	21	-4	0	-43	0
CC1(C)Cc2c(oc3ncn4ncnc4c23)CO1	0	-7	90	87	-3	84	20	-4	-3	-6	-2
CCOC(=O)C(C(=O)OCC)C(C(=O)OCC)N1CCOCC1 (stereo not drawn)	-2	0	99	102	-1	114	11	-3	-18	-7	-7
CCOc1cc(/C=C(/C#N)c2ccc(F)cc2)ccc1OCc1ccc(C(=O)O)o1	0	-6	102	104	-8	104	34	-11	-9	26	-7
COC(=O)CN1C(c2ccccc2)=Nc2ccc(Cl)cc2C1c1ccccc1 (stereo not drawn)	-1	0	101	103	0	101	21	-1	-5	2	0
COc1cc(CCC(=O)OCC(=O)Nc2c(C)cccc2C(C)C)cc(OC)c1OC	-4	-3	102	97	-10	99	20	-12	-18	8	-7
O=C(NC1CCCC1)C1CC(c2ccc(F)cc2)=NO1 (stereo not drawn)	0	0	101	102	-6	104	32	-3	-12	-13	-8
Cn1c(=O)c2c(ncn2Cc2cccc(Cl)c2)n(C)c1=O	-1	-2	99	94	-11	99	34	-2	-16	-3	-10
O=C(CN1CCN(Cc2ccc3c(c2)OCO3)CC1)Nc1ccc2c(c1)OCCO2	-1	-4	99	102	-3	101	17	-2	0	-11	-3
COC(=O)C1(CCSC)NC(c2ccccc2F)C2C(=O)N(c3ccc4c(c3)OCCO4)C(=O)C21 (stereo not drawn)	0	0	102	103	-8	104	8	-4	-6	-19	-3
Next section
SMILES	Bim-Bcl-W	Bim-Mcl-1	RGS8-Gao	RGS4-Gao reg	Bim-Bcl-B	RGS7-Gao	GSH bead fluor	Bcl-XL Bim block	Bfl-1 Bim block	Mcl1-Bid inh	Bcl-2 Bim block
CSc1nc2ccc(N3C(=O)C4CCCCC4C3=O)cc2s1 (stereo not drawn)	0	-3	88	80	-3	94	18	-3	0	-11	-2
Cc1ccc(CNC(=O)CSCc2ccc(F)cc2)cc1	-1	1	99	99	-4	97	19	1	-5	-12	0
CCc1ccc(C(=O)COC(=O)C(CCSC)NC(=O)C23CC4CC(CC(C4)C2)C3)cc1 (stereo not drawn)	-4	-2	100	101	-12	101	16	-9	-9	-39	-11
O=C(CSc1nnc(-c2cccnc2)n1C1CCCCC1)NC1CCCCC1	-2	-4	99	100	-10	99	33	-11	-17	-5	-12
COc1ccc(N2C(=O)C(=O)/C(=C(/O)c3ccc(C)cc3)C2c2cccnc2)cc1 (stereo not drawn)	-2	0	89	93	-5	97	14	-5	0	8	1
CCN(CC)S(=O)(=O)c1ccc(NS(=O)(=O)c2ccc(C)c(C)c2)cc1	0	-5	98	106	0	104	4	-1	3	6	4
O=C(O)CN(c1ccccc1)S(=O)(=O)c1cc(C(F)(F)F)cc(C(F)(F)F)c1	2	9	99	95	0	97	10	-1	-2	-3	-3
Cc1noc(N)c1C(=O)Nc1ccc(C(C)(C)C)cc1	0	0	97	95	-8	96	13	-3	-13	28	-1
CS(=O)(=O)NC1c2cccc3cccc(c23)C1N1CCOCC1 (stereo not drawn)	1	-2	99	99	-8	101	51	-8	-10	-12	-6
COC(C(=O)N/N=C(\C)CC(=O)Nc1ccc(N(C)C)cc1)c1ccccc1 (stereo not drawn)	0	0	99	95	-5	87	10	0	0	-14	0

The last 3 records of the section before are carried over, then new ones follow:
SMILES	Bim-Bcl-W	Bim-Mcl-1	RGS8-Gao	RGS4-Gao reg	Bim-Bcl-B	RGS7-Gao	GSH bead fluor	Bcl-XL Bim block	Bfl-1 Bim block	Mcl1-Bid inh	Bcl-2 Bim block
Cc1noc(N)c1C(=O)Nc1ccc(C(C)(C)C)cc1	0	0	97	95	-8	96	13	-3	-13	28	-1
CS(=O)(=O)NC1c2cccc3cccc(c23)C1N1CCOCC1 (stereo not drawn)	1	-2	99	99	-8	101	51	-8	-10	-12	-6
COC(C(=O)N/N=C(\C)CC(=O)Nc1ccc(N(C)C)cc1)c1ccccc1 (stereo not drawn)	0	0	99	95	-5	87	10	0	0	-14	0
COc1cccc(OCCSc2nnc3sc4ccccc4n23)c1	4	1	99	98	-5	100	10	-2	-11	3	-8
COCCCNC(=O)Cn1cc(/C=C(\C#N)C(=O)N2CCN(c3ccccc3)CC2)c2ccccc21	0	-2	87	95	-4	97	5	-7	0	-42	-1
Cc1ccc(S(=O)(=O)N(CC(=O)O)c2ccc(Cl)c(C(F)(F)F)c2)cc1	2	0	100	99	-2	103	22	-3	-3	-2	-3
COc1cc(Nc2cc(C)nc3nc(C)nn23)cc(OC)c1OC	1	-5	102	102	-7	103	21	-6	-5	0	-6
CCOc1ncccc1C(=O)OC(C)C(=O)NC(=O)NC1CCCCC1 (stereo not drawn)	3	0	96	92	-1	?	27	-3	-5	-20	1

From PubChem BioAssay
